Bioassay records deposited in PubChem BioAssay by National Center for Advancing Translational Sciences (NCATS).
AmpC no deterg: qHTS Inhibitors of AmpC Beta-Lactamase (assay without detergent); P00811; AmpC nitrocefin hydrolysis, absorbance 480 nm, 0.0001% Triton; Potency, µM (doses to about 57.1 µM), for inactives: at the highest dose activity change, negative = inhibition, actives largely listed as inhibitors; 0.52% of 330,000 active;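 note: potency is the fitted concentration of half-maximal effect; plate controls were no compound for no effect and no enzyme for full effect; nearly all actives have a fitted effect of over 20% in size; some results filed as inactive show a strong effect at the top dose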
Target sequence (P00811 whole entry, looked up): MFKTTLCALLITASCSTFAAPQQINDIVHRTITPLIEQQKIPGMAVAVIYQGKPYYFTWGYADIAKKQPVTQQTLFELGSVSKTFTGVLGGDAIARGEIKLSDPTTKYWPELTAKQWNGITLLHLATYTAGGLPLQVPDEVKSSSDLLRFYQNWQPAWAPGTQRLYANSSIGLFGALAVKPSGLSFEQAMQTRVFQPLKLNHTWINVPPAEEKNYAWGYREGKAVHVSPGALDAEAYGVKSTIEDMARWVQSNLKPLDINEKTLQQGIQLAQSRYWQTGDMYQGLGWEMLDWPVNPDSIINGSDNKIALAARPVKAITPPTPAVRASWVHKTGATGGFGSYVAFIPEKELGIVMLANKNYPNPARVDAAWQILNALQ
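20 mM phosphate pH 7.0 + 0.01% (detergent screen) or 0.0001% Triton X-100; 5.3 nM AmpC reagent; cpd preinc 15 min RT; nitrocefin (800 uM stock) to start; A480 q20 s × 4 min; Activity was normalised to no-enzyme and no-compound control wells.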
HCMV inh: qHTS Assay for inhibitors of the human cytomegalovirus (HCMV). HFF cells, HCMV-luciferase reporter, 72 h; active compounds read low. activity change, negative = inhibition, % at 57.5 µM. 4.5% of 410,000 active. AID 1259415, 2018; in the data active = activity change below about -60%; inconclusive = no clear call, values can overlap the other calls; inactive = above about -39%
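Cell-based, HFFs, 1000 cells/well, 16 h 37C; cpds in DMSO + HCMV-luc, MOI 1 PFU/cell; 72 h 37C; OneGlo luminescence after 5 min RT; norm. to buffer vs Salinomycin 10uM.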
LmPK inhibitor: qHTS Assay for Inhibitors of Leishmania Mexicana Pyruvate Kinase (LmPK); 0.37% of 290,000 active; AID 1721, 2009; Q27686; purified LmPK, Kinase-Glo ATP luminescence, 1 h; Potency, µM (series often up to 57.5 µM), inactives show top-dose activity change, negative = inhibition, usual class: inhibitors; note: potency is the fitted concentration of half-maximal effect
Target sequence (Q27686 whole entry, looked up): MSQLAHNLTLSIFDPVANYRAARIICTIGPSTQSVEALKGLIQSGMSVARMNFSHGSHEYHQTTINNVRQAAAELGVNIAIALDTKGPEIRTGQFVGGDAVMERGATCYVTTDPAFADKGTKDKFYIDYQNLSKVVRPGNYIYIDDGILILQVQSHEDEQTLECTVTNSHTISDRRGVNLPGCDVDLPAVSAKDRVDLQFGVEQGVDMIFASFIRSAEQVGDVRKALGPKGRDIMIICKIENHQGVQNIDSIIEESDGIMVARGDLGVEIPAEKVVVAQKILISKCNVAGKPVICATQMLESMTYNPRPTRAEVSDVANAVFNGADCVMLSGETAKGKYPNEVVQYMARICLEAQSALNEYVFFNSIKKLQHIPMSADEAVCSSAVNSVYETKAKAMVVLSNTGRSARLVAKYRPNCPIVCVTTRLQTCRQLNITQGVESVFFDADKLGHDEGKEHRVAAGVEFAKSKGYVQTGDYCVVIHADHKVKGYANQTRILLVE
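Kinase-Glo luminescence read after 1 h RT reaction of 0.1 nM LmPK with 0.5 mM PEP and 0.1 mM ADP. Activity scaled between uninhibited and enzyme-free controls.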
AMA1 RON2 block: qHTS for Inhibitors of AMA1-RON; Towards Development of Antimalarial Drug Lead: Primary Screen | Plasmodium falciparum AMA1 (3D7) - RON2 peptide interaction | AlphaScreen AMA1-biotinylated RON2 peptide binding | Potency, µM (top dose mostly 58.2 µM), for the others: at the highest dose activity change, negative = inhibition, most hits filed as inhibitors | 0.2% of 360,000 active;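 note: potency is the fitted concentration of half-maximal effect; 0% = vehicle wells and -100% = peptide control; nearly all actives have a fitted effect of over 45% in size; some results filed as inactive show a strong effect at the top dose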
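AMA1 (3D7) with his tag at 25 nM final met compounds first, then biotinylated RON2 peptide at 25 nM; detection used donor plus acceptor beads, 10 µg/mL apiece, read by AlphaScreen after 30 min at room temperature.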
Sm TGR block: qHTS Assay for the Inhibitors of Schistosoma Mansoni Peroxiredoxins | Schistosoma mansoni thioredoxin glutathione reductase (TGR), Q962Y6 | purified TGR, DTNB reduction, TNB absorbance 405 nm | Potency, µM (titrated, usually from 114 µM), without a hit: at the highest dose activity change, negative = inhibition, hits mostly inhibitors | 3% of 360,000 active; note: potency is the fitted concentration of half-maximal effect; nearly all actives have a fitted effect of over 60% in size
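Kinetic colorimetric format: TGR-catalysed, NADPH-driven DTNB reduction monitored via TNB absorbance. Enzyme dispensed at 20 nM; compound exposure 15 min at room temperature before reaction start.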
AmpC detergent: qHTS Inhibitors of AmpC Beta-Lactamase (assay with detergent); P00811; AmpC hydrolysis of nitrocefin, absorbance 480 nm, 0.01% Triton; Potency, µM (highest dose often 114 µM), for inactives: at the highest dose activity change, negative = inhibition, hits mostly inhibitors; 0.041% of 370,000 active; AID 485294, 2010;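 note: potency is the fitted concentration of half-maximal effect; 0% = no-compound wells and -100% = no-enzyme wells; nearly all actives have a fitted effect of over 25% in size; some results filed as inactive show a strong effect at the top dose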
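AmpC (5.3 nM in the dispensed reagent) in 20 mM phosphate pH 7.0 with 0.01% (detergent screen) or 0.0001% Triton X-100 was preincubated with compounds for 15 min at room temperature. Nitrocefin was then added from an 800 uM solution, and hydrolysis was followed at 480 nm.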
Tb PYK inh: qHTS of Trypanosoma Brucei Inhibitors; pyruvate kinase (Trypanosoma brucei), Q57TT1; TbPYK enzyme, Kinase-Glo Plus ATP luminescence, 45 min; Potency, µM (series often up to 76.8 µM), inactives show at the top dose activity, negative = inhibition, usual class: inhibitors; 0.12% of 410,000 active; note: potency is the fitted concentration of half-maximal effect; nearly all actives have a fitted effect of over 50% in size
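Readout: single end-point luminescence (Kinase-Glo Plus, 10 min). Reaction conditions were TbPYK/substrate plus 130 uM ADP, 45 min at RT, pH 7.2 TEA buffer. No-enzyme wells served as controls, and data were normalized before concentration-response fitting.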
The depositor's hits bear a star; ? = inconclusive; . = no result given; [ ] = remark or other dose. Unless noted, calls come from the whole dose curve; as a rule, active = well fitted curve in the direction sought with a large enough effect; inconclusive = small, poorly fitted or top-dose-only effect, or another doubt; inactive = no such curve, though single readings can be large; an effect the other way counts as inactive or inconclusive. Unless noted, % is set by controls: 0 for no effect and ±100 for the full control effect.

SMILES	AmpC no deterg	HCMV inh	LmPK inhibitor	AMA1 RON2 block	Sm TGR block	AmpC detergent	Tb PYK inh
CCOC(=O)C1=C(C)n2c(s/c(=C3\C(=O)Nc4ccccc43)c2=O)=NC1c1ccc(OC)cc1 (stereo not given)	-24%	13	-11%	5%[2.32 µM]	25µM*	-7%	-28%
Cn1nc(C(F)(F)F)c(/C=N/OC(=O)c2ccccc2)c1Sc1ccc(Cl)cc1	-23%	-63*	0%	8%	0%	-14%	-7%
C=CCn1c(SCC(=O)Nc2ccc(C)cc2C)nnc1-c1cccnc1	-2%	17	0%	4%	2%	-11%	-20%
COc1ccc(N2CCN(C(=O)CCNS(=O)(=O)c3ccc4c(c3)CCC(=O)N4)CC2)cc1	-6%	-26	1%	17%	-3%	0%	-7%
N#Cc1c(NC(NC(=O)c2ccco2)C(=O)c2ccccc2)sc2c1CCCC2 (stereo not given)	-33%	-20	-8%	-7%	15%	-1%	?
CC1=C/C(=C(/c2cc(C)c(O)c(Br)c2)c2ccccc2S(=O)(=O)O)C=C(Br)C1=O	-23%	-1	20µM*	?	45µM*	2%	?
O=C(CCc1nc2ccccc2c(=O)[nH]1)OCC(=O)c1ccc(C2CCCCC2)cc1	-23%	-26	-1%	-11%[11.6 µM]	-7%	-5%	12%
CC(C)c1cccc(C(C)C)c1NC(=O)CCl	-11%	?	1%	-20%	?	6%	8%
CCCn1c(=O)c2c(c3ccccc31)OCC(=O)N2	2%	-3	2%	4%	8%	0%	-4%
CC(=O)Nc1ccc(NS(=O)(=O)c2ccccc2)c2ccccc12	-17%	0	-1%	-1%	0%	0%	4%
O=C(O)C1CCCCC1C(=O)NCc1ccncc1 (stereo not given)	-7%	-3	-7%	3%[2.32 µM]	14%	-13%	1%
Cc1ccccc1C(=O)NC1CCSC1=O (stereo not given)	-7%	-18	-10%	0%	3%	-2%	1%
CCc1ccccc1NC(=O)Cn1nnc(-c2cccs2)n1	-26%	27	-1%	0%	0%	-6%	-1%
COc1cc(CNC(C)(C)C)ccc1OCC(=O)NC(C)(C)C	-24%	-26	1%	5%	0%	3%	3%
COc1ccc(C(=O)CCc2nc3ccccc3s2)cc1	-33%	-6	2%	-5%	0%	?	3%
O=C(Cc1ccccc1)N/N=C/c1cccc([N+](=O)[O-])c1	-26%	?	4%	10%	0%	5%	3%
CCn1c(SC(C)C(=O)Nc2ccc(N3CCOCC3)cc2)nnc1C1CC1 (stereo not given)	16%	0	.	-3%	0%	-1%	-2%
Cc1ccc(NC(=O)CSCC(=O)N(CCC(C)C)c2c(N)n(Cc3ccccc3)c(=O)[nH]c2=O)cc1	31%	47	.	0%	-3%	?	0%
FC(F)(F)c1cnc(Oc2ccccc2-c2nnc(-c3ccc(Cl)cc3)o2)c(Cl)c1	-15%	0	-1%	5%	10%	1%	-11%
NC(N)=Nc1ccc(C=C2C=Cc3ccccc32)cc1	.	-19	.	-1%	.	.	1%
Cc1cc(=O)[nH]c2nnc(SCCC(C)C)n12	.	-22	.	.	-1%	0%	-6%
C/C=C/c1ccc(OCCCCOc2ccccc2F)c(OC)c1	-18%	4	0%	116%[activator]	1%	-15%	-5%
CC1CCN(c2ccc3c(c2)S(=O)(=O)c2cccc(C(=O)NCc4cccc(F)c4)c2C3=O)CC1	-36%	-3	.	9%	-7%	-1%	-3%
CCN(CC)C(=O)Sc1cccc2cccnc12	-11%	30	0%	-5%	2%	?	-9%
O=C(NCC1CCCO1)c1ccc(NC(=O)C2CCCCC2C(=O)O)cc1 (stereo not given)	-7%	?	4%	-4%	-1%	-5%	-1%

Reprinted at random: 2 records from the list.
SMILES	AmpC no deterg	HCMV inh	LmPK inhibitor	AMA1 RON2 block	Sm TGR block	AmpC detergent	Tb PYK inh
NC(N)=Nc1ccc(C=C2C=Cc3ccccc32)cc1	.	-19	.	-1%	.	.	1%
N#Cc1c(NC(NC(=O)c2ccco2)C(=O)c2ccccc2)sc2c1CCCC2 (stereo not given)	-33%	-20	-8%	-7%	15%	-1%	?

(more compounds)
SMILES	AmpC no deterg	HCMV inh	LmPK inhibitor	AMA1 RON2 block	Sm TGR block	AmpC detergent	Tb PYK inh
CC1CCN(CC(O)COC2CCC(C(C)(C)C)CC2)CC1 (stereo not given)	16%	?	-1%	-3%	3%	-8%	-1%
Cc1ccc(S(=O)(=O)N(C)c2ccc(C(=O)N3CCc4ccccc4C3)cc2)cc1	36%	0	-1%	-14%	.	-7%	4%
O=S(=O)(c1cccs1)N1CCC2(CC1)OCCN2S(=O)(=O)c1ccccc1	-16%	-12	.	-11%	-12%	0%	0%
O=C(CN(CCc1ccccc1)C(=O)CNS(=O)(=O)c1ccc(F)cc1)NCc1ccco1	-12%	0	-2%	-2%	-5%	-12%	-3%
COC(=O)c1ccccc1Sc1ncnc2onc(C)c12	-7%	-23	5%	-2%	?	-2%	2%
CCN(CC)c1ccc(S(=O)(=O)N2CCOCC2)cc1NC(=O)COC(=O)/C=C/c1ccc(O)c(OC)c1	.	1	.	6%[11.6 µM]	.	.	0%
CC(Sc1nnc(-c2cccs2)n1C1CC1)C(=O)NCC1CCCO1 (stereo not given)	-15%	-15	.	4%[11.6 µM]	-4%	7%	3%
CCCN(C(=O)c1c(C)oc2ncn(CC(C)C)c(=O)c12)c1ccccc1C	.	5	.	.	7%	-7%	-5%
Cc1ccc(N(C(=O)CNC(=O)c2ccco2)C(C(=O)NC2CCCCC2)c2cccnc2)cc1 (stereo not given)	40%	-38	2%	-8%	7%	2%	3%
N#CCCN1CCN(C(=S)c2ccc(-c3cc(Cl)ccc3Cl)o2)CC1	-16%	-27	-1%	?	4%	?	-10%
CCOC(=O)c1ccc(NC(=O)c2ccc[n+]([O-])c2)cc1	-12%	-10	-5%	-1%	1%	?	2%
O=C(CSc1nc(C2CC2)nc2ccccc12)N1c2ccccc2Sc2ccc(C(F)(F)F)cc21	-34%	?	0%	-17%	1%	0%	2%
COC(=O)CC1C(=O)NCCN1C(=S)Nc1cccc(C)c1 (stereo not given)	-5%	2	-3%	1%	-8%	-9%	-5%
COc1cccc(/C=N/NC(=O)CSCC(=O)Nc2ccccc2)c1O	-34%	-93*	3%	48%[activator]	0%	1%	-10%
CN1C(=O)CSC1=Nc1cccc(C(=O)O)c1	-5%	52	-5%	-4%	-23%	-8%	-7%
CC(C)(C)c1ccc(C(=O)NCC(=O)NCC(C)(C)N2CCOCC2)cc1	-2%	-21	.	33%[activator]	10%	-11%	0%
Cc1ccc(NC2=NC3(CCCC3)N=C(N)N2)c(C)c1	-16%	47	-5%	-7%	9%	7%	-5%
Cc1ccc(NC(=O)C2CCN(S(=O)(=O)c3ccc4[nH]c(=O)ccc4c3)CC2)c(C)c1	-28%	-36	0%	-11%	-12%	-5%	-2%
CC(C)Oc1ccccc1/C=N/Nc1ccccc1[N+](=O)[O-]	-24%	9	-2%	7.1µM*	4%	-5%	-8%
CC(=O)c1cnc(SCCN2C(=O)c3ccccc3C2=O)nc1C	-27%	-18	-5%	1%	1%	-2%	17%
COc1ccc(CCNc2nc(-c3sc(N)nc3C)cs2)cc1OC	38%	-11	1%	-18%	-17%	?	-3%
O=C(CN1C(=O)c2cccnc2Oc2ccc(Cl)cc21)Nc1cccc(C(F)(F)F)c1	.	0	.	.	1%	4%	-1%[15.4 µM]
O=S(=O)(NC1CCCCC1)c1cccs1	-1%	-12	-6%	-5%	-1%	5%	0%
CCn1cc(/C=C/C(=O)Nc2ccc(C)cc2Br)cn1	-11%	-35	2%	-20%	5%	1%	-3%
CCN=C1NN=C(c2c[nH]c3ccccc23)CS1	-33%	84	-8%	-1%	4%	-6%	?

Taken from above:
For LmPK inhibitor, N#Cc1c(NC(NC(=O)c2ccco2)C(=O)c2ccccc2)sc2c1CCCC2 (stereo not given) is listed with -8%
For HCMV inh, Cc1ccc(NC2=NC3(CCCC3)N=C(N)N2)c(C)c1 is listed with 47
For Sm TGR block, Cc1ccc(NC(=O)CSCC(=O)N(CCC(C)C)c2c(N)n(Cc3ccccc3)c(=O)[nH]c2=O)cc1 is listed with -3%
For AMA1 RON2 block, COC(=O)CC1C(=O)NCCN1C(=S)Nc1cccc(C)c1 (stereo not given) is listed with 1%
For AMA1 RON2 block, O=C(CN(CCc1ccccc1)C(=O)CNS(=O)(=O)c1ccc(F)cc1)NCc1ccco1 is listed with -2%

Carrying on:
SMILES	AmpC no deterg	HCMV inh	LmPK inhibitor	AMA1 RON2 block	Sm TGR block	AmpC detergent	Tb PYK inh
Cc1cc(O)c(C(C)C)cc1N=C1CSC(=O)N1	-11%	-18	0%	32%[activator]	-13%	-5%	-8%
Cc1ccccc1CN(C)Cc1cc(=O)oc2c(C)c(C)ccc12	-13%	-15	-2%	-5%	-9%	-1%	3%
CCc1sc(N(C(=O)Cc2ccccc2)c2ccccc2F)nc1-c1ccc(C)cc1	-15%	?	6%	-3%	7%	-1%	4%
CCc1nnc(NC(=O)COC(=O)CN2C(=O)c3ccccc3C2=O)s1	-9%	-7	-1%	13%	4%	0%	6%
COc1ccc(OC)c(S(=O)(=O)N2CCC(C(=O)Nc3ccccc3)CC2)c1	-13%	-4	0%	0%	13%	-7%	-4%
O=C(O)c1ccccc1C(=O)NC1CCCCNC1=O (stereo not given)	-19%	-5	-3%	4%	14%	3%	6%
CC1CCc2nn(CC(=O)NCCCN3CCCCC3)cc2C1 (stereo not given)	6%	3	15%	-9%	1%	1%	1%
CN(CC/C=C1/c2ccccc2CSc2ccccc21)CCCO	16%	2	1%	17%	2%	4%	-3%
Cc1ccc(S(=O)(=O)N2CCN(C(=O)CN3C(=O)c4ccc([N+](=O)[O-])cc4C3=O)CC2)c(C)c1	-7%	-22	.	5%	0%	-15%	-1%
CCOC(=O)c1ccc(NC(=O)c2nc(SCc3ccc(F)cc3)ncc2Cl)cc1	.	14	.	.	7%	-6%	1%
CC(=O)c1ccc(Nc2nc(C(N)CC(C)C)cs2)cc1 (stereo not given)	.	2	.	66%[activator]	.	.	0%
O=C(CSc1ccc(-c2cccs2)nn1)NCc1ccccc1Cl	-14%	.	2%	.	-9%	-6%	.
Cc1cnccc1CN(C)Cc1nc(Cc2ccccc2Cl)no1	32%	-61*	0%	0%	-6%	-7%	-2%
C=CCNC(=O)c1onc(CSc2ccc(C)c(C)c2)c1C(=O)O	-14%	51	11%	4%	-2%	-6%	-2%
